Screening results from PubChem BioAssay.
PglD inh = PglD (C. jejuni) enzyme inhibition; purified PglD enzyme, DTNB colorimetric CoA detection; inhibition, % at 12.5 µM; 360,000 compounds, 0.098% hits; in the data active means inhibition above about 16%, passing the limit was not always enough; further: strong numbers were not always called active
GSIS activator = GLuc luminescence reporter in INS-1E cells, primary screen for activators of glucose-dependent secretion of insulin; INS-1E GLuc reporter insulin secretion, 2-3 h; 370,000 compounds, 0.61% hits; AID 743287; activation, % at 16.6 µM;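 active means lowest replicate activation of at least 40%, so every replicate reaches that level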;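 further: 0% = median of neutral control wells and 100% = median of IBMX positive control wells; some compounds called inactive have numbers as strong as hits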
Cneo AK release = Cryptococcus neoformans lysis via adenylate kinase release | C. neoformans lysis, adenylate kinase release luminescence, 4 h; normalised: neutral wells 0, clomiphene wells 100 | lysis activity, % at 15 µM | 360,000 compounds, 0.2% hits;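 active means mean lysis activity across replicates of at least 80%, whatever share of replicates individually reach that level; inactive means mean lysis activity below 80%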
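Material – log-phase Cryptococcus neoformans yeast cells · Input – 5 × 10^6 yeast cells/mL · Medium – fresh YPD growth medium · Doses – single compound concentration per well · Timing – static 4 h at 37 °C with compound, 1 h detection · Detection – adenylate kinase release luminescence · Read-out – signal increase indicating cell lysis · Control set – Clomiphene as positive lysis control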
Statin myotox sup = suppression of simvastatin myotoxicity | C2C12 myotubes + simvastatin, ATP luminescence, 48 h; scaled: DMSO 0, geranylgeraniol control 100 | rescue of ATP level, % at 7.49 µM | 330,000 compounds, 0.78% hits;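 active means mean ATP rescue above about 67%, or every replicate alone reaching that limit, limit read from the data, passing the limit was not always enough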;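 further: myotubes were challenged with 10 µM simvastatin during compound exposure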
PAX8 inh HTS = inhibitors of PAX8 transcriptional activity in RMG-I cells | RMG-I TPO-luciferase reporter, SteadyGlo, 24 h | inhibition, % at 12.6 µM | 360,000 compounds, 1.2% hits | AID 652154;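 active means mean replicate inhibition at least 60% with every replicate also reaching 60%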;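 further: luciferase light reporting Pax8 driven TPO promoter activity; plate controls were median of neutral control wells for no effect and mitoxantrone controls for full effect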
LGR2 antag = Drosophila LGR2 receptor signaling inhibition; HEK293 LGR2, CRE-luciferase, bursicon-stimulated, 4 h; inhibition, % at 9.99 µM; 380,000 compounds, 0.35% hits; AID 720647;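 active means drop in luminescence signal, shown as inhibition above about 50% in the replicate tests, limit read from the data, passing the limit was not always enough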;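 further: agonist challenge used bursicon conditioned medium at about half maximal strength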
PGC1a acetyl inh = PGC1a acetylation modulation, inhibitor mode | inhibition, % at 15.6 µM | U2OS PGC1a acetylation, AlphaScreen anti-acetyl-lysine; with virally co-expressed GCN5 acetyltransferase | 350,000 compounds, 0.17% hits;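 active means every replicate shows inhibition of at least 40%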;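 further: 0% = neutral control wells and 100% = positive control wells; some results beyond the cut were filed as inactive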
ARNT TACC3 PPI = disrupts binding between human ARNT and TACC3 | AlphaScreen His-ARNT PAS-B/GST-TACC3 binding, luminescence; TACC3 fragment carries E629A point mutation | inhibition, % at 9.99 µM | 390,000 compounds, 0.66% hits;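 active means mean inhibition of replicates at least 50% and at least half of replicates each reaching 50%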;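 further: 0% = complete ARNT plus TACC3 wells and 100% = ARNT alone without TACC3; many hits fall short of the cut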
Numbers without * were called inactive; . = no result given.

SMILES	PglD inh	GSIS activator	Cneo AK release	Statin myotox sup	PAX8 inh HTS	LGR2 antag	PGC1a acetyl inh	ARNT TACC3 PPI
Cc1ccc(C(=O)N2CCN(C3c4cccc5cccc(c45)C3NS(=O)(=O)c3ccccc3)CC2)cc1 (stereo not given)	4	.	1	23	.	.	.	4
CCOC(=O)c1ccccc1NC(=O)c1ccc2c(=O)n3c(nc2c1)CCCCC3	4	.	1	-2	1	-10	-4	-3
CCOC(=O)C(CC)/C(C)=N/NC(=O)c1ccccc1[N+](=O)[O-] (stereo not given)	.	3	.	10	.	-3	-8	0
COc1ccc(Nc2nc(C)cc(=O)[nH]2)c(OC)c1	-6	-2	-2	-5	.	-2	-8	-2
CN(C)CCCNC(=O)C[C@H]1C[C@H](C(=O)N2CCOCC2)[C@@]2(C)c3[nH]c4cc(-c5ccco5)ccc4c3CCN2C1=O	-1	26	1	-7	-4	0	3	6
CCOC(=O)c1c(S(=O)(=O)NCC(=O)NCc2ccccc2)c(C)n(C)c1C	-3	.	0	5	-12	-2	7	5
COc1ccccc1-c1cc(C(F)(F)F)nc(N2CCN(c3ccc(F)cc3)CC2)n1	1	.	1	-9	14	.	-3	1
O=C(NCCN1CCN(c2ccccc2)CC1)Nc1cccc(Br)c1	-3	-32	-3	-32	-11	16	-3	9
O=C(O)CNC(=O)c1ccccc1Br	.	29	.	.	-11	-12	-1	-2
C[C@@H]1CN([C@H](C)CO)C(=O)c2cc(N(C)C)ccc2O[C@@H]1CN(C)C(=O)Nc1ccc(C(F)(F)F)cc1	-1	-21	107*	-20	20	13	0	-6
CN1CCN(C(=O)C[C@H]2CC[C@@H]3[C@H](COC[C@H](O)CN3S(=O)(=O)c3cccc(Cl)c3)O2)CC1	2	8	52	4	-4	8	-11	-20
CCc1nnc(NC(=O)CSc2nnc(CNc3cccc(C)c3)n2-c2ccccc2)s1	3	.	3	-2	-9	.	-2	-3
O=C(CCCN1C(=O)/C(=C\c2cccs2)SC1=S)NNC(=O)c1cccnc1	.	6	.	.	20	-27	0	-3
Cc1cccc(Oc2ccc(C(=O)NC3CCSC3=O)cn2)c1C (stereo not given)	1	-4	-3	1	.	11	0	0
Cc1nn(C(C)C(=O)N2CCCCC2)c(=O)c2c1sc1ccccc12 (stereo not given)	-2	.	1	.	.	.	1	-2
COc1cc(NC(=O)Cc2c(C(=O)O)[nH]c3ccccc23)cc(OC)c1OC	-1	8	-1	26	.	8	-13	2
Cc1ccc(-n2c(SCC(=O)NCCN3C(=O)CSC3=O)nnc2-c2cccc(C)c2)cc1	-6	10	0	3	18	-4	-4	18
CC(C)Oc1ccc2ccccc2c1CNC[C@H]1O[C@@H](n2ccc(=O)[nH]c2=O)[C@H](O)[C@@H]1O	-1	.	-2	0	-4	11	-12	.
Cc1cccc(NC(=O)CSc2nnnn2-c2ccc3c(c2)OCCO3)n1	.	-8	.	.	24	-78	5	-5
COc1nc(N(c2ccccc2)c2ccccc2)nc(-n2ccnc2)n1	-6	.	6	.	-10	.	-6	-7
CC(=O)N1CCCCN2[C@H](CO)[C@@H](c3ccc(-c4cccc(C(=O)N(C)C)c4)cc3)[C@@H]2C1	-2	3	53	.	-14	-1	9	-9
CC1(C)OC2OC3C(CNCCO)OC(c4ccccc4)OC3C2O1 (stereo not given)	.	4	.	.	2	-3	.	-5
O=C(NCc1ccc2c(c1)OCO2)C(=O)NCC1OCCN1S(=O)(=O)c1ccccc1 (stereo not given)	1	12	0	.	2	5	-5	2
CN(C)CCCNC(=S)N1CCn2c(nc3ccccc32)C1	1	7	7	0	7	3	.	-5
Cc1[nH]nc(-c2ccc(O)c(C)c2O)c1-c1cnn(-c2ccccc2)c1	-5	-29	-1	5	.	11	11	3
CO[C@@H]1CN(C)C(=O)c2ccc(NC(C)=O)cc2OC[C@H](C)N(CCC(F)(F)F)C[C@@H]1C	-3	14	-11	-2	.	6	-6	-3
C[C@@H]1CN([C@H](C)CO)C(=O)Cc2cc(NC(=O)Nc3ccc4c(c3)OCO4)ccc2O[C@@H]1CN(C)S(=O)(=O)c1ccc(Cl)cc1	-5	-28	0	0	.	-8	9	3
CC(C)C(C(=O)Nc1ccc(S(=O)(=O)N2CCOCC2)cc1)N1C(=O)c2ccccc2C1=O (stereo not given)	2	-20	-1	1	.	6	7	3
CCCCOc1ccc(/C=C/C(=O)OCC(=O)N2CC(=O)Nc3ccccc32)cc1OCC	.	1	.	.	16	19	.	-15
Nc1nonc1C(=O)NCCN=Cc1cc(Cc2ccccc2)cc(Br)c1O	1	.	0	5	.	.	2	-2
CCOc1cc(-c2nc(C)c(C(C)=O)n2O)ccc1OCC(=O)Nc1ccccc1	-3	-4	2	12	6	3	8	5
CC(C)c1ccc(NC2CCCN(C(=O)c3cccnc3)C2)cc1 (stereo not given)	5	76*	-3	.	2	-6	0	1
Cc1cc(C)nc(NC(=O)c2cc(Br)ccc2Cl)n1	.	0	.	.	-6	10	.	0
Clc1ccc2nc(-c3ccncc3)cc(-c3ccccc3)c2c1	.	4	.	.	-8	-3	.	-3
CCC(=O)Nc1ccc2c(c1)C(=O)N(C)[C@H]1CC[C@@H](CC(=O)O)O[C@@H]1CO2	-4	5	-3	26	-3	4	6	3
CN(C)CCn1c(N)nc2ccccc21	1	.	-4	9	-2	-3	-2	8
Cc1cc(C)nc(NS(=O)(=O)c2ccc(NC(=O)CCC3COc4ccccc4O3)cc2)n1 (stereo not given)	-6	.	2	4	.	.	-51	21
C[C@H](CO)N1C[C@H](C)[C@H](CN(C)CC2CC2)OCCCC[C@H](C)Oc2ccc(NC(=O)Nc3ccc(C(F)(F)F)cc3)cc2C1=O	.	-16	.	.	73*	16	4	.
S=C(NCc1ccc2c(c1)OCO2)NC1CC1	.	-6	.	.	-15	-6	-3	1
O=[N+]([O-])c1cc([N+](=O)[O-])c(Oc2cccc3ccccc23)cc1NN1CCCCC1	-8	10	2	-18	32	16	.	1

The final 2 records of the section before open the next one.
SMILES	PglD inh	GSIS activator	Cneo AK release	Statin myotox sup	PAX8 inh HTS	LGR2 antag	PGC1a acetyl inh	ARNT TACC3 PPI
S=C(NCc1ccc2c(c1)OCO2)NC1CC1	.	-6	.	.	-15	-6	-3	1
O=[N+]([O-])c1cc([N+](=O)[O-])c(Oc2cccc3ccccc23)cc1NN1CCCCC1	-8	10	2	-18	32	16	.	1
COc1ccc(N(C(C)=O)c2nc(C)cc(C)c2C#N)c(OC)c1	.	11	.	.	9	-4	.	-5
CCOC(=O)N1CCC(N2C(=O)c3ccccc3C2Nc2ccc3c(c2)OCCO3)CC1 (stereo not given)	-8	2	1	0	-23	1	.	13
CC1=C(C(=O)OC(C)C)C(c2cn(-c3ccccc3)nc2-c2cccs2)NC(=O)N1 (stereo not given)	1	-19	3	11	5	3	.	11
COc1ccc(S(=O)(=O)N(C)C[C@@H]2OCCCC[C@H](C)Oc3ccc(NC(=O)Nc4cccc5ccccc45)cc3C(=O)N([C@H](C)CO)C[C@H]2C)cc1	6	6	3	.	3	0	-4	.
CCCn1nc(C(=O)N2CCc3ccccc32)c2ccccc2c1=O	-2	3	0	-3	5	14	2	.
C[C@@H]1CN([C@H](C)CO)S(=O)(=O)c2ccc(-c3ccc(C#N)cc3)cc2O[C@@H]1CN(C)Cc1cccc(F)c1	5	-20	0	-54	86*	1	31	15
Cc1cccnc1NC(=O)CSc1ccc2c(c1)OCCO2	-2	11	3	4	-14	-10	0	3
COc1ccc(-c2cc(C)no2)cc1S(=O)(=O)NCCCN(C)Cc1ccccc1	1	-10	18	-45	12	18	0	2
CCCCNc1c(-c2cccc(-c3cc(C(C)=O)cs3)c2)nc2cc(C)ccn12	-2	10	2	-25	30	23	.	29
O=C(Cn1c(=O)oc2ccccc21)Nc1ccccc1Cl	-1	-12	1	-2	34	-3	.	-13
Cc1ccc(S(=O)(=O)N[C@@H]2CC[C@H](CCn3cc(C4(O)CCCC4)nn3)O[C@H]2CO)cc1	0	6	8	-4	0	24	-3	-7
O=C(Nc1cccc([N+](=O)[O-])c1)Nc1ccc(Cl)cn1	.	7	.	.	-23	-67	-4	-6
Nc1ccc(Sc2ccccc2Cl)nc1	.	-13	.	.	22	-3	.	-17
O=C(COC(=O)c1ccccc1S(=O)(=O)N1CCCCC1)NCC(F)(F)F	-4	.	-1	-1	.	.	-26	-3
CCOC(=O)c1c(C)[nH]c(C(=O)C(C)OC(=O)c2oc3ccccc3c2COC)c1C (stereo not given)	-3	.	3	-6	.	.	-1	-3
Cc1oc2c(CN3CCCCC3C)c(O)ccc2c(=O)c1-c1ccccc1 (stereo not given)	0	-9	0	-23	8	-10	1	11
C[C@@H]1CN([C@H](C)CO)S(=O)(=O)c2ccc(C#Cc3ccccc3)cc2O[C@H]1CN(C)C(=O)Cc1ccccn1	-3	-3	0	-7	.	7	15	-4
Cc1ccc(S(=O)(=O)N2CCOC23CCN(C(=O)c2cc(Cl)ccc2Cl)CC3)cc1	4	-9	-3	49	-6	23	.	0
Cc1cccc(Nc2nnc(SC/C(O)=C(\C#N)c3nc4ccccc4[nH]3)s2)c1C	-3	-24	-3	.	29	-4	-5	1
COc1ccc(OC)c(NC(=O)C2(C)CCN2C(=O)CCC2CCCC2)c1 (stereo not given)	0	-15	2	3	5	1	-19	.
O=C(Nc1ccc(Cl)c(Cl)c1)OCc1cnc(Cl)s1	0	.	-2	-5	.	.	-15	18
N=c1nc(N)nc2n1NC(c1ccc(F)cc1)=CS2	0	33	-5	-43	.	-17	-3	0

Some of these compounds in order of number of heavy atoms, low to high:
SMILES	PglD inh	GSIS activator	Cneo AK release	Statin myotox sup	PAX8 inh HTS	LGR2 antag	PGC1a acetyl inh	ARNT TACC3 PPI
Nc1ccc(Sc2ccccc2Cl)nc1	.	-13	.	.	22	-3	.	-17
N=c1nc(N)nc2n1NC(c1ccc(F)cc1)=CS2	0	33	-5	-43	.	-17	-3	0
O=C(Nc1cccc([N+](=O)[O-])c1)Nc1ccc(Cl)cn1	.	7	.	.	-23	-67	-4	-6
O=C(Cn1c(=O)oc2ccccc21)Nc1ccccc1Cl	-1	-12	1	-2	34	-3	.	-13
Cc1cccnc1NC(=O)CSc1ccc2c(c1)OCCO2	-2	11	3	4	-14	-10	0	3
CCCn1nc(C(=O)N2CCc3ccccc32)c2ccccc2c1=O	-2	3	0	-3	5	14	2	.
O=C(COC(=O)c1ccccc1S(=O)(=O)N1CCCCC1)NCC(F)(F)F	-4	.	-1	-1	.	.	-26	-3
CCCCNc1c(-c2cccc(-c3cc(C(C)=O)cs3)c2)nc2cc(C)ccn12	-2	10	2	-25	30	23	.	29
Cc1ccc(S(=O)(=O)N2CCOC23CCN(C(=O)c2cc(Cl)ccc2Cl)CC3)cc1	4	-9	-3	49	-6	23	.	0
CCOC(=O)c1c(C)[nH]c(C(=O)C(C)OC(=O)c2oc3ccccc3c2COC)c1C (stereo not given)	-3	.	3	-6	.	.	-1	-3
C[C@@H]1CN([C@H](C)CO)S(=O)(=O)c2ccc(-c3ccc(C#N)cc3)cc2O[C@@H]1CN(C)Cc1cccc(F)c1	5	-20	0	-54	86*	1	31	15
C[C@@H]1CN([C@H](C)CO)S(=O)(=O)c2ccc(C#Cc3ccccc3)cc2O[C@H]1CN(C)C(=O)Cc1ccccn1	-3	-3	0	-7	.	7	15	-4
